NCI-60 one-dose screen, 48 h, at 10 µM unless noted. Numbers give growth in % (100 = growth as untreated, 0 = no growth, -100 = all killed).
MALME-3M – MALME-3M melanoma. actives 5.8% (n = 78,000)
T-47D – T-47D breast cancer; actives 5% (n = 79,000); AID 1794792
BT-549 – BT-549 breast cancer. actives 4.4% (n = 78,000)
SK-MEL-2 – SK-MEL-2 melanoma; AID 1794763; actives 4.7% (n = 77,000)
UACC-257 – UACC-257 melanoma. AID 1794764. actives 4.4% (n = 78,000)
SK-MEL-28 – SK-MEL-28 melanoma | actives 4.1% (n = 81,000)
UACC-62 – UACC-62 melanoma. actives 5.4% (n = 81,000). AID 1794756
HS 578T – HS 578T breast cancer. actives 4.1% (n = 78,000)
* = called active by the depositor; / = no result given; & = joins results of further samples. The calls were made as follows: active = growth percent below 10; inactive = the rest.

A first look:
Every second line gives: MALME-3M	T-47D	BT-549	SK-MEL-2	UACC-257	SK-MEL-28	UACC-62	HS 578T
> CCN1C(=O)N(CC)C2C1NN=c1s/c(=C3\C(=O)N(C4CCCC4)c4ccccc43)c(=O)n12 (centres undefined)
 : 57	/	20	41	/	58	35	-7.8*
> FC(F)(F)Oc1cccc(-c2cnc3ccc(-c4ccncc4)nn23)c1
 : 39	-0.2*	25	-22*	49	20	-0.9*	23
> CC(=O)OCc1cc(Cl)cc(COC(C)=O)c1OC(C)=O
 : 104	84	106	106	92	105	93	97
> CC1=C(O)c2ccccc2C(=O)C1=O
 : 108	106	/	101	105	107	103	108
> COc1ccc(NC(=O)N(O)C2(C#N)CCCCC2)cc1
 : 133	107	97	103	102	111	100	102
> Cc1cc2[nH]c(=O)[nH]c2cc1C
 : 93	96	117	98	/	112	107	104
> CCOC(=O)c1c(C)nc(Nc2nc3ccccc3s2)nc1-c1ccc(Cl)cc1Cl
 : 110	92	94	102	104	105	100	111

This part in full, repeating the preview:
Every second line gives: MALME-3M	T-47D	BT-549	SK-MEL-2	UACC-257	SK-MEL-28	UACC-62	HS 578T
> CCN1C(=O)N(CC)C2C1NN=c1s/c(=C3\C(=O)N(C4CCCC4)c4ccccc43)c(=O)n12 (centres undefined)
 : 57	/	20	41	/	58	35	-7.8*
> FC(F)(F)Oc1cccc(-c2cnc3ccc(-c4ccncc4)nn23)c1
 : 39	-0.2*	25	-22*	49	20	-0.9*	23
> CC(=O)OCc1cc(Cl)cc(COC(C)=O)c1OC(C)=O
 : 104	84	106	106	92	105	93	97
> CC1=C(O)c2ccccc2C(=O)C1=O
 : 108	106	/	101	105	107	103	108
> COc1ccc(NC(=O)N(O)C2(C#N)CCCCC2)cc1
 : 133	107	97	103	102	111	100	102
> Cc1cc2[nH]c(=O)[nH]c2cc1C
 : 93	96	117	98	/	112	107	104
> CCOC(=O)c1c(C)nc(Nc2nc3ccccc3s2)nc1-c1ccc(Cl)cc1Cl
 : 110	92	94	102	104	105	100	111
> O=C(NNc1nc2ccccc2nc1/C=C/c1ccc([N+](=O)[O-])cc1)Nc1cccc(Cl)c1
 : 102	52	68	56	72	67	21	85
> Cc1[nH]c(=S)sc1C
 : 96	99	115	111	94	106	99	97
> CCOC(=O)CC(=O)CC(=O)OCC
 : 117	112	/	/	115	113	108	104
> Brc1cscc1Br
 : 106	101	120	106	90	108	97	112
> O=C(c1ccccc1)c1c(-c2ccccc2)oc2ccccc2c1=O
 : 97	88	109	100	103	116	85	104
> COc1ccc2[nH]c(O)c(N=NC(=O)c3ccc(NS(C)(=O)=O)cc3)c2c1
 : 111	108	112	107	110	105	109	119
> CCN(CC)c1ccc(/C=C/C(=O)c2ccc(Nc3nc(Nc4ccccc4)nc(Nc4ccccc4)n3)cc2)cc1
 : 43	12	52	28	73	66	55	26
> CC1(C)SC(C(NC(=O)Cc2ccccc2)C(=O)O)NC1C(=O)O (centres undefined)
 : 92	/	104	96	95	97	90	99
> O=c1sc2cc3ccccc3nc2n1-c1ccc([N+](=O)[O-])cc1
 : 102	95	117	/	103	103	87	97
> O=C1Nc2ccc(Cl)cc2C1=O
 : 111	91	94	111	106	115	98	107
> CC12CC3(C)CC(C)(C1)CC(C(Cl)C(=O)O)(C2)C3 (centres undefined)
 : 83	92	99	105	91	108	105	97
> C=CC(=O)N1CCC[C@H](n2c(=O)n(-c3ccc(Oc4ccccc4)cc3)c3c(N)ncnc32)C1
 : 98	38	92	/	63	113	81	/
> CCOC(=O)C1=C(C(=O)c2ccc(C)cc2)C(c2cccc(O)c2)NC(=S)N1 (centres undefined)
 : 106	107	105	120	123	110	104	/
> CC1(C)CC[C@]2(C(=O)O)CC[C@]3(C)C(=CCC4[C@@]5(C)C[C@@H](O)[C@@H]6OC(c7cccc(F)c7)OC[C@@]6(C)C5CC[C@]43C)C2C1 (some centres undefined)
 : 70	39	39	51	68	66	50	66
> COc1ccc(OC)c(C(=O)c2coc3ccc(OC)cc23)c1
 : 114	86	102	110	102	98	86	82
> CCOC(=O)c1c(NS(=O)(=O)c2ccccc2[N+](=O)[O-])sc2c1CCCC2
 : 109	104	106	109	98	105	100	104
> COc1cc2oc(-c3cccc(C(=O)Nc4ccncc4)c3)cc(=O)c2c(OC)c1OC
 : 115	/	65	90	100	104	80	95
> CCOC(=O)CNC(=O)CN(Cc1ccccc1)C(=O)[C@@]1(C)CCC[C@]2(C)[C@H]3CC4C(C(C)C)=C[C@]3(CC[C@H]21)[C@@H]1C(=O)CCC(=O)[C@H]41
 : 83	52	68	47	70	63	39	53
> CCc1nnc2n1N=C(c1ccc(Cl)cc1)CS2
 : 109	86	112	106	103	104	90	99
> NNC(=O)CCc1ccncc1
 : 104	91	107	91	80	104	95	103
> CCCC(C)(C)COC(=O)COc1ccccc1
 : 100	95	106	96	/	103	104	96
> COc1ccc(C(=O)/C=C/c2ccc(N3CCCCC3)cc2)cc1OC
 : 104	77	87	103	83	102	75	103
> C[C@H]1OCC2(CCN(c3cnc(C(=O)Nc4cc(F)cc5cccnc45)cn3)CC2)[C@H]1N
 : 48	35	91	101	101	61	32	61

(continued)
Every second line gives: MALME-3M	T-47D	BT-549	SK-MEL-2	UACC-257	SK-MEL-28	UACC-62	HS 578T
> C[C@@]1(O)c2ccccc2N2C(=O)C(=O)N3[C@H](c4cccnc4)[C@@]45C=C[C@@]23[C@H]1[C@@H]4CC(=O)N5
 : 92	100	101	108	95	107	100	104
> COc1cc2c(cc1OC)C1CC(=O)C(CC(C)C)CN1CC2 (centres undefined)
 : 98	100	90	109	108	98	104	109
> COc1ncc(-c2ccc3nccc(C#CCCCCC(=O)NO)c3c2)cc1NS(=O)(=O)c1ccc(F)cc1F
 : -41*	-23*	-13*	-61*	-16*	-28*	-37*	-24*
> CCc1nn2c(-c3cc(OC)c(OC)c(OC)c3)c(-c3cc(OC)c(OC)c(OC)c3)nc2s1
 : 48	81	90	45	108	86	63	37
> NC(=O)c1cnc2ccc(C(=O)/C=C/c3ccc(Cl)cc3)cc2c1Nc1ccc(Cl)cc1
 : /	94	99	111	107	96	97	93
> CCCCCCN(CCCCCC)CCC(=O)Nc1ccc(S(=O)(=O)c2ccc(NC(=O)CCN(CCCCCC)CCCCCC)cc2)cc1
 : 96	60	87	122	100	92	91	/
> C=CCOC1=C(c2ccccc2)[C@H](CCCCC)N(CC=C)C1=O
 : 105	79	98	/	74	106	61	82
> CC(=O)NC1(C#N)c2ccccc2-c2ccccc21
 : 97	90	/	94	89	112	102	91
> N#Cc1cccc(/C=C(/C(=O)c2ccccc2)c2ccccc2)c1
 : /	74	27	34	43	100	/	55
> O=[N+]([O-])/C(=C\c1ccco1)c1ccccc1
 : 96	65	87	58	91	93	77	93
> O=P(OCC1CCCO1)(OCC1CCCO1)OCC1CCCO1 (centres undefined)
 : 101	90	95	89	92	107	87	85
> CC1(C)CC(=O)c2c(nn(-c3ccc(Br)cc3)c2-c2cn(-c3ccccc3)nc2-c2ccc(N)cc2)C1
 : 108	73	95	101	112	109	83	94
> CCNC(=S)NNC(=S)N/N=C/c1cc(OC)c(OC)c(OC)c1
 : 96	87	94	98	96	102	95	95
> ClC(Cl)c1ccccc1C(Cl)(Cl)Cl
 : 97	108	103	122	98	113	96	113
> Cc1c(Br)sc2ccccc12
 : 94	99	89	91	105	108	106	104
> O=S(=O)(c1ccc(Cl)cc1)c1nc(-c2ccccc2)oc1S(=O)(=O)c1ccc(Cl)cc1
 : 92	79	142	97	85	104	90	87
> CCNC
 : 116	116	/	/	96	109	98	97
> Cc1c(C(=O)/C=C/Nc2c(Cl)cc(S(N)(=O)=O)cc2Cl)sc2nc3ccccc3n12
 : 105	98	102	109	105	103	101	105
> CC(=O)Nc1ccc(Br)cc1
 : 111&114	86&94	101&105	108&103	95&89	114&102	93&101	/
> Cc1ccc(N2CCN(C(=S)Nc3ccccc3)CC2)cc1
 : 116	96	102	106	101	104	106	114
> CCCCOc1ccc(NC(=O)n2ncc3ccccc32)cc1
 : 87	92	108	78	103	142	66	109
> O=S(=O)(Oc1ccc(-c2cn3ccoc3n2)cc1)c1ccc(Cl)c(Cl)c1
 : 95	89	104	102	100	107	93	96
> COC(=O)c1cc(=O)[nH]c(=S)[nH]1
 : 119	107	113	100	71	115	99	102
> COC(=O)C(=[N+]=[N-])C(=O)c1ccc([N+](=O)[O-])cc1
 : 112	83	81	108	59	110	95	101
> O=C(O)CCCc1ccc2c(c1)Cc1ccccc1-2
 : 92	78	95	103	107	95	100	93
> COc1cc(OC)cc(C(N)=O)c1
 : 101	85	104	109	91	104	100	99
> FC(F)(F)C1=NNC(c2ccc3ccccc3c2)=NN1
 : 107	97	107	111	104	112	101	96
> Cc1ccc(S(=O)(=O)Nc2ccc3c(c2)C(=O)c2ccccc2-3)cc1
 : 113	98	96	/	/	104	90	103
> OCC(O)C(O)C(O)c1nc2ccccc2s1 (centres undefined)
 : 103	104	98	113	101	102	99	106
> NC(=S)Nc1cccc(NC(N)=S)c1
 : 84	87	115	112	98	104	70	105

(continued)
Every second line gives: MALME-3M	T-47D	BT-549	SK-MEL-2	UACC-257	SK-MEL-28	UACC-62	HS 578T
> CCOc1ccc(C=Nc2cc(C(C)C)c(O)cc2C)cc1OCC
 : 106	84	89	105	85	116	/	105
> CCN1C(=O)N(CC)C2C1NN=c1s/c(=C3\C(=O)Nc4ccccc43)c(=O)n12 (centres undefined)
 : 19	16	60	38	80	53	31	13
> O=c1c2c3c(sc2n2c(CN4CCOCC4)nnc2n1Cc1ccccc1)CCCC3
 : 105	63	116	101	111	137	86	222
> CC(C)C1=CC2=CC[C@@H]3[C@](C)(CCC[C@@]3(C)C(=O)OCC#CCN3CCOCC3)[C@H]2CC1
 : 92	57	83	80	86	98	70	82
> CN(C)c1oc(-c2cc3ccccc3oc2=O)nc1C#N
 : 113	89	90	97	104	99	87	82
> COc1ccc(OC)c(-n2cc(C#N)c(N)c2C(=O)c2cc(OC)c(OC)c(OC)c2)c1
 : 96	93	107	104	113	103	100	99
> CC(=O)c1sc(/N=C2\NC(=O)/C(=C/c3cn(C)c4ccccc34)S2)nc1C
 : 95	89	90	106	108	108	105	112
> Oc1ccc(-c2cc(-c3ccc(-c4cc(-c5ccc(O)cc5)nc(-c5ccc(O)cc5)c4)cc3)cc(-c3ccc(O)cc3)n2)cc1
 : 86	85	97	88	88	110	73	97
> COc1ccc(C2=NN(c3ccccc3)C(c3cccc(Nc4ccnc5cc(Cl)ccc45)c3)C2)cc1 (centres undefined)
 : 83	73	84	/	99	90	101	/
> CCCCCCc1cc(C(=O)NN)c2ccccc2n1
 : 104	96	98	104	102	109	95	103
> COc1ccc(Oc2ccc(C3=NN(c4nc(-c5ccc(OC)cc5)c(C#N)c(N5CCOCC5)n4)C(c4cc(OC)c(OC)c(OC)c4)C3)cc2)cc1 (centres undefined)
 : 93	79	101	106	107	102	94	87
> COC(=O)CSSCc1ccc([N+](=O)[O-])cc1
 : 89	/	/	95	83	111	/	93
> CCOC(=O)C1=C(C(=O)c2ccccc2)C(c2cccc([N+](=O)[O-])c2)C(C(=O)c2ccccc2)=C(C(=O)OCC)N1
 : 93	/	90	105	105	96	70	90
> COc1ccc(CCNC(=O)C(=O)C(Cc2ccccc2)NC(=O)c2[nH]c3ccccc3c(=O)c2C)cc1 (centres undefined)
 : 108	100	113	101	100	105	92	98
> O=c1c2cnn(-c3ccccc3)c2n2c(CN3CCOCC3)nnc2n1-c1ccccc1
 : 124	82	75	79	101	107	98	107
> C[C@H](c1nc2ccc(Br)cc2[nH]1)[C@H]1CC[C@H]2[C@@H]3CCC4=CC(=O)CC[C@]4(C)[C@H]3CC[C@]12C
 : 93	76	79	103	93	96	79	88
> c1ccc(CCc2ccccc2-c2cc(-c3ccccc3)on2)cc1
 : 102	55	102	86	100	94	71	89
> N#C/C(=C/c1ccc(O)c(O)c1)C(N)=O
 : 106	115	114	115	101	108	104	/
> CN1CCCN(C(=S)S)CC1
 : 102	94	102	101	97	95	94	98
> N#C/C(=C(\CCCO)NC(Cc1c[nH]c2ccccc12)C(=O)O)c1nc2ccccc2c(=O)[nH]1 (centres undefined)
 : 113	104	123	84	/	107	98	122
> COc1cc(-c2ccc(-c3ccc(C(=N)N)cc3)s2)cc(OC)c1OC
 : 33	55	86	84	63	77	55	35
> CCOC(=O)C12CCCCC1OC(=N)C2 (centres undefined)
 : 105	121	111	114	105	100	97	105
> COc1ccc(Cl)cc1NN
 : 108	76	95	99	89	108	88	83
> COc1cc(C2=NN(c3cc(Cl)cc(Cl)c3)C(c3sc(Cl)nc3Cl)C2)cc(OC)c1OC (centres undefined)
 : 101	88	103	104	101	101	94	104
> CC1=C([Se]CC(OC(=O)c2ccc(-c3c4nc(c(-c5ccccc5)c5ccc([nH]5)c(-c5ccccc5)c5nc(c(-c6ccccc6)c6ccc3[nH]6)C=C5)C=C4)cc2)C(=O)NC(C)(C)C)C(=O)c2ccccc2C1=O (centres undefined)
 : 111	103	111	135	102	112	105	104
> O=C(O)CNCc1ccccc1
 : 103	106	102	114	/	113	105	104
> O=C(Cc1ccccc1)NO
 : /	96	111	100	97	113	108	100
> Cc1nssc1=S
 : 102	105	110	89	102	101	104	98
> CCCCCCNC(=O)Oc1ccc(/C(=C(/C)Cc2ccc(OC)cc2)c2ccc(OCCN3CCOCC3)cc2)cc1
 : 117	53	89	99	97	102	94	93
> N#Cc1c(N2CCNCC2)nc2n(c1=O)-c1ccccc1Sc1ccccc1-2
 : /	72	80	63	92	97	93	97
> COc1cc(/C=N/NC(=O)Cn2c(C(C)C)nc3ccccc32)ccc1OCc1ccccc1
 : 106	73	95	95	90	110	78	93
> Cc1ccc(I)c([N+](=O)[O-])c1
 : /	104	113	115	109	107	/	105
> CC(=O)N1N=C(c2cccc(Nc3ccncc3)c2)CC1c1ccccc1 (centres undefined)
 : 77	80	58	100	93	87	87	83

Two compounds from above, limited to HS 578T and MALME-3M.
SMILES	HS 578T	MALME-3M
CC(C)C1=CC2=CC[C@@H]3[C@](C)(CCC[C@@]3(C)C(=O)OCC#CCN3CCOCC3)[C@H]2CC1	82	92
CN(C)c1oc(-c2cc3ccccc3oc2=O)nc1C#N	82	113
